Source: PubChem BioAssay
aGal spleen mod = inhibits or activates alpha-galactosidase in human spleen homogenate; P06280; human spleen homogenate, 4MU-alpha-Gal fluorescence, 40 min; Potency, µM (top dose mostly 80 µM), inactives show at the top dose activity change, negative = inhibition, usual class: inhibitors; 240,000 tested, 0.008% active; AID 2107;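 further: 0% = enzyme with vehicle and -100% = no enzyme basal signal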
Target sequence (P06280 32-429 limits assumed): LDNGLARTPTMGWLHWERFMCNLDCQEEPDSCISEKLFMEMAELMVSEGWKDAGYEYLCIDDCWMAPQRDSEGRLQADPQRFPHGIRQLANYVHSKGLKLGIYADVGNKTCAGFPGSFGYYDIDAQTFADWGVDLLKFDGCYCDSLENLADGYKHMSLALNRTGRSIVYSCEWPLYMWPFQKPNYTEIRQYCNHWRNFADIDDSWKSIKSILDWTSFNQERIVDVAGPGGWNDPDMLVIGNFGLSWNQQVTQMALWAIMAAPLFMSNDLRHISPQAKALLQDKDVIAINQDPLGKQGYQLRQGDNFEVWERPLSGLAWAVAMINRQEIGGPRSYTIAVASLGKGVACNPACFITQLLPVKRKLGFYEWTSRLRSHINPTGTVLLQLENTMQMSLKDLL
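Inhibition or activation of alpha-galactosidase in human spleen homogenate is scored by 4-MU fluorescence after 40 min at 37C, pH 5.0, with 1 mM substrate. AC50s come from concentration-response fitted to the Hill equation.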
Tau fibril FP = tau fibrillization inhibition (FP). K18 P301L tau heparin fibrillization, Alexa594 FP, 6 h. Potency, µM (titrated, usually from 57.7 µM), for inactives: at the highest dose activity, negative = inhibition, most hits filed as inhibitors. 280,000 tested, 0.39% active. AID 1468; further: nearly all actives have a fitted effect of over 55% in size
Target sequence (P10636 561-689 P618L limits assumed): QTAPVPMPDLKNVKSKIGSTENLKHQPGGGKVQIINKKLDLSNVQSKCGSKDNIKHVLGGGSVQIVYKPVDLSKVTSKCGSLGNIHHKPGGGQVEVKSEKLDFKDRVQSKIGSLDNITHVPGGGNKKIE
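Read-out: fluorescence polarization of Alexa 594-labeled tau (0.24 uM), 555 nm excitation, 632 nm emission. Mixtures held 15 uM unlabeled K18 P301L, compound and 20 uM heparin, pH 7 acetate buffer, incubated 6 hr at 37 C.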
Tau fluor cs = counter-screen for tau fibril formation inhibitors; tau K18 P301L Alexa594 fluorescence, heparin fibrillization; AID 1463; 280,000 tested, 0.93% active; Potency, µM (top dose mostly 57.7 µM), for the others: at the top dose activity change, negative = decrease; further: nearly all actives have a fitted effect of over 55% in size
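Human K18 P301L tau (15 uM unlabeled plus 0.24 uM Alexa 594-labeled, final) in 100 mM sodium acetate pH 7 was mixed with compound and 20 uM heparin and incubated 6 hr at 37 C.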
Tau fibril ThT = tau fibrillization inhibition (ThT binding) | Potency, µM (series often up to 57.4 µM), without a hit: at the highest dose activity, negative = inhibition, actives largely listed as inhibitors | P10636 | AID 1460 | recombinant tau K18 P301L, heparin-induced fibrillization, ThT fluorescence | 270,000 tested, 2.1% active; further: nearly all actives have a fitted effect of over 55% in size
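Using a mix of unlabeled (15 uM) and Alexa 594-labeled (0.24 uM) tau K18 P301L, heparin-triggered fibrillization over 6 hr at 37 C was scored by ThT fluorescence.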
ALDH1A1 inh = inhibitors of human aldehyde dehydrogenase 1A1. Purified ALDH1A1, NADH fluorescence, propionaldehyde substrate. Potency, µM (titrated, usually from 75.3 µM), inactives show at the top dose activity, negative = inhibition, usual class: inhibitors. AID 1030. 220,000 tested, 7.3% active; active means well fitted inhibition curve with a large enough effect, not every such curve was filed as active; inconclusive means small, poorly fitted or top-dose-only effect, or another doubt; inactive means no such curve, though single readings can be large or run the other way;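 further: plate controls were no enzyme wells and a reference inhibitor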
Target sequence (P00352 whole entry, looked up): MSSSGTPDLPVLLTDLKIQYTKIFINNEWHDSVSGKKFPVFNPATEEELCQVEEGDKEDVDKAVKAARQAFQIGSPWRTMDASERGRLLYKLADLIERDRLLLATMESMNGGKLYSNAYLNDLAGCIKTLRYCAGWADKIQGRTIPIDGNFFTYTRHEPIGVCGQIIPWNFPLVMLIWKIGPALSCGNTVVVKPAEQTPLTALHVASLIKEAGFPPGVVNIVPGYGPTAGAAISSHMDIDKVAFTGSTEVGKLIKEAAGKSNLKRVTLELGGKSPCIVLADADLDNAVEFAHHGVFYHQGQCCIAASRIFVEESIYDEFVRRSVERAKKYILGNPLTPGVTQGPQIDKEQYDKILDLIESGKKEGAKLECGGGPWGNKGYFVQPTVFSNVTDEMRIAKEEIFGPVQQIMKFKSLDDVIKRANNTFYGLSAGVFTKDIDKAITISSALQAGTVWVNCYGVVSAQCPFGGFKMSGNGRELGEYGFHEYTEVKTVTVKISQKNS
TRb SRC2 PPI = TRbeta-SRC2 interaction inhibition; P10828; TRbeta-SRC2 peptide binding, fluorescence polarization; receptor liganded with 1 µM T3; Potency, µM (doses to about 106 µM), for the others: at the top dose activity change, negative = inhibition, actives largely listed as inhibitors; 280,000 tested, 0.065% active; AID 1469;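 further: plate controls were bound peptide for no effect and peptide without receptor for full effect; nearly all actives have a fitted effect of over 50% in size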
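Fluorescence polarization of 20 nM Texas Red SRC2 peptide with 0.6 uM human TRb ligand-binding domain, in Tris buffer with 1uM T3 and 5% DMSO. Incubated 5 hr ambient; normalized to unbound and bound controls.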
L3MBTL1 inh = blocks human L3MBTL1; AlphaScreen L3MBTL1–H3K9me1 peptide binding; Potency, µM (titrated, usually from 57.1 µM), for the others: at the highest dose activity, negative = inhibition, actives largely listed as inhibitors; 230,000 tested, 0.66% active; further: nearly all actives have a fitted effect of over 60% in size
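L3MBTL1 50 nM + b-AHA-H3(1-15)K9me1 75 nM, 30 min RT; compound added, 30 min RT; streptavidin donor/Ni-chelate acceptor beads 10 ug/mL each final, 30 min RT dark; AlphaScreen read.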
TexasRed fluor = Texas Red fluorescence interference in TRb-SRC2 counter-screen; TRb/SRC2 Texas Red total fluorescence interference; Potency, µM (doses to about 106 µM), for the others: at the highest dose fluorescence change, negative = quenching; 280,000 tested, 0.29% active; AID 1479; active means well fitted curve in either direction with a large enough effect; inconclusive means small, poorly fitted or top-dose-only effect
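Human TRβ ligand-binding domain (0.6 uM) and Texas Red SRC2 peptide (20 nM) in Tris buffer with 1 uM T3 and 5% DMSO were incubated with pinned compound for 5 hr at ambient temperature. Total fluorescence was computed as S + 2P (555/632 nm).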
An asterisk follows results filed as active; ? = inconclusive; / = no result given; [ ] = dose if it differs, or a comment. Unless noted, the call rests on the fitted dose curve; in most records, active means well fitted curve in the direction sought with a large enough effect; inconclusive means small, poorly fitted or top-dose-only effect, or another doubt; inactive means no such curve, though single readings can be large; an effect the other way counts as inactive or inconclusive. Unless noted, on the % scale 0 is the no-effect control and ±100 the full control effect; potency means the concentration at half of the fitted maximal effect. Hits appear at their usual frequency; any-hit rate near 8.5%.

Compound | Tau fluor cs | Tau fibril ThT | Tau fibril FP | TexasRed fluor | TRb SRC2 PPI | ALDH1A1 inh | aGal spleen mod | L3MBTL1 inh
O=C(CN(c1ccccc1F)S(=O)(=O)c1ccccc1)Nc1ccccc1C(=O)N1CCOCC1 | -6% | -3% | 0% | 0% | 4% | 9% | 2% | 8%
CCc1ccc(CNC(=O)CN(c2ccc(C)cc2)S(=O)(=O)N(C)C)cc1 | -14% | -7% | 2% | 0% | -2% | / | / | /
Cc1c(C(=O)NCc2ccc3c(c2)OCO3)oc2ccc(S(=O)(=O)N3CCC(C)CC3)cc12 | -19% | 2% | 10% | -6% | -2% | -7% | -2% | ?
COc1ccc(N2C(=O)C3CCCN3C2c2cc(OC)c(OC)c(OC)c2)cc1 (stereo unspecified) | 1% | -4% | 5% | 0% | -3% | -70% | 15% | /
CCc1ccc(NC(=O)CSc2nccn2-c2ccc(F)cc2)cc1 | -13% | 1% | -2% | ? | -3% | / | / | /
Cc1cccc(NC(=S)N/N=C/c2ccc3c(c2)OCO3)c1 | -4% | -4% | 3% | 0% | -8% | 23% | 1% | 4%
Cc1oc2ccc(NS(=O)(=O)c3ccccc3)cc2c1C(=O)Nc1ccccc1 | -29% | 5% | -8% | -1% | 0% | ? | 6% | -4%
N#CCC(=O)N/N=C/c1cc(-c2ccccc2)n(-c2ccc(Cl)cc2)c1-c1ccccc1 | -12% | -4% | -3% | -4% | -4% | ? | 1% | 3%
O=C(NC(=S)NC1CCCCCCCCCCC1)c1cccnc1 | -11% | -6% | -8% | 1% | -16% | ? | -6% | /
Cc1ccc(CN2CCN(Cc3cccn3-c3nccs3)CC2CCO)cc1 (stereo unspecified) | -4% | -2% | -1% | -2% | -1% | 16% | 5% | -2%
COc1cccc(C2CC(c3ccccc3OC)n3nc(N)nc3N2)c1 (stereo unspecified) | -6% | -7% | 0% | 2% | -1% | 3% | -5% | -4%
Cc1ccc(NC(=O)COC(=O)c2ccc(OCc3c(C)noc3C)cc2)cc1S(=O)(=O)N1CCOCC1 | ? | -3% | -5% | 2% | 7% | 1% | 6% | 4%
CCCCN(CC)CCNC(=O)c1nn(C)c2c1CS(=O)(=O)c1ccccc1-2 | -9% | -14% | -2% | 8% | -2% | / | / | /
NC(=O)CC(NC(=O)Cc1ccc(Br)cc1)c1ccc(NCc2cc(F)ccc2F)c([N+](=O)[O-])c1 (stereo unspecified) | -25% | ? | -16% | -2% | -2% | / | -12% | /
O=C(Nc1nccs1)c1ccc(Br)o1 | -3% | -6% | 5% | -9% | -8% | ? | -1% | 6%
C(=C\N1CCCCCC1)/c1nnnn1-c1ccc(-c2ccccc2)cc1 | -14% | / | 1% | -3% | -9% | / | -5% | /
O=C(CSc1nc2cc(Cl)ccc2o1)N1CCOCC1 | 2% | -4% | -5% | -3% | -7% | -2% | -3% | 5%
COc1ccc(/C=C2/C(=O)N(c3nc4ccccc4s3)N=C2CSc2ccc(Cl)cc2)cc1 | ? | ? | -12% | ? | 14% | ? | -9% | ?
Clc1ccc2c(c1)-c1nnc(Br)n1-c1ccccc1S2 | -6% | -4% | 0% | -4% | 1% | -13% | 4% | ?
COc1ccc(CCNc2ccc(C)cc2)cc1 | -22% | ? | 10% | -7% | 1% | -7% | -12% | /
C[N+](C)(C)CC=O | -7% | -4% | -12% | 3% | 3% | -7% | -3% | 0%
Cc1ccccc1Nc1nc(N)nc(COC(=O)C2CCCCC2)n1 | -12% | 0% | 9% | 3% | 1% | ? | 2% | -6%
COc1ccccc1Cc1nc2ccccc2nc1SCC(=O)N1CCN(c2ccccc2)CC1 | -17% | -13% | 3% | -1% | 4% | / | / | /
COc1ccc(-c2cc(C(F)F)nc(-n3nc(C)cc3C)n2)cc1 | -3% | ? | 3% | -1% | 0% | ? | -8% | 12%
CCCCc1nc2c(c3c1C[C@H](C)OC3)CN(C(=O)c1cc(I)ccc1F)CC2 | -20%[11.6 µM] | -13%[11.5 µM] | -4%[11.6 µM] | -2%[11.2 µM] | 0%[11.2 µM] | -9%[13.5 µM] | 7%[17.5 µM] | /

Later entries:
Compound | Tau fluor cs | Tau fibril ThT | Tau fibril FP | TexasRed fluor | TRb SRC2 PPI | ALDH1A1 inh | aGal spleen mod | L3MBTL1 inh
CCSC1(SCC)N=C(N)C2(C#N)C(c3ccc(F)cc3)C12C#N (stereo unspecified) | -10% | ? | -3% | 3% | 2% | 1% | -17% | 3%
CC1CC(C)CN(CCOc2ccccc2-c2ccccc2)C1 (stereo unspecified) | 3% | -1% | 5% | 0% | 1% | ? | -13% | -8%
CSc1ncc(C(=O)NCc2cccc(Br)c2)c(-c2ccccc2)n1 | 8% | 10% | 1% | ? | 4% | / | / | /
CCOC(=O)C1CCN(C(=O)c2cc3c(-c4ccc(OC)c(OC)c4)nn(C)c3s2)CC1 | -3% | -8% | 13% | -4% | 7% | ? | 2% | -4%
CCOc1ccc(S(=O)(=O)Nc2ccc(O)c(Sc3ncn[nH]3)c2)cc1 | -2% | -2% | 7% | -1% | -15% | -12% | 7% | 16%
Cc1ccc2c(c1)N(CCC(=O)NCCN1CCOCC1)C(=O)CO2 | 4% | -3% | -4% | -5% | -10% | 8% | 0% | 4%
CCn1nc(C)c2c(-c3ccccc3)cc(=O)n(C(C)C(=O)Nc3cc(C)ccc3C)c21 (stereo unspecified) | 2% | -3% | 3% | -14% | -9% | / | / | /
CCOc1cc(CNC2CCCC2)cc(Cl)c1OCc1ccccc1 | -10% | 1% | -4% | -1% | -2% | ? | -5% | 5%
Brc1ccc(/C=N/n2cnnc2)s1 | -6% | -7% | 8% | -2% | 8% | / | 12% | -3%
CC/C(=C/c1sc2ccc(C)cc2[n+]1CCO)SC | -10% | ? | -8% | -2% | 4% | ? | 2% | 0%
CCCNC(=O)c1cc(S(=O)(=O)N2CCc3ccccc32)ccc1F | 2% | 9% | 5% | -6% | -4% | -2% | -8% | 24%
Cc1cc(NC(=O)c2cc3ccccc3oc2=O)no1 | 1% | 3% | -5% | 1% | -13% | 0% | 25% | -4%
O=C(Nc1ccccc1)Nc1cccc(-c2cn3cccnc3n2)c1 | -29% | ? | ? | -5% | -6% | ? | 0% | -8%
COc1cc([C@@H]2[C@H]3CN(C)CC=C3C(C#N)=C(N)C2(C#N)C#N)cc2c1OCO2 | -24% | ? | ? | -2% | -18% | -5% | -12% | -2%
O=C(NCC(=O)N(c1cccc(F)c1)C(C(=O)NC1CCCC1)c1ccco1)c1ccco1 (stereo unspecified) | 2% | 4% | -2% | 1% | 1% | 9% | 0% | 14%
CCNc1nc(NC(C)C)nc(NS(=O)(=O)c2ccc(N)cc2)n1 | -6% | -8% | 1% | -3% | -17% | 1% | 12% | /
[O-]/C(=C(\C(=S)Nc1cccc2ccccc12)[n+]1ccccc1)c1ccc(OC(F)F)cc1 | -27% | ? | -9% | -1% | 3% | 19µM* | 0% | ?
Cc1ccc(P(=O)(O)c2ccc(C)cc2)cc1 | -2% | -11% | 3% | -2% | -11% | 10% | -19% | -3%
Cc1ccc(/C(=N\O)c2oc3c(C)c4oc(=O)cc(C)c4cc3c2C)cc1 | -24% | -17% | ? | -5% | -17% | ? | 1% | ?
CCOC(=O)C1CCCN(C(=O)Cn2ncc3c4ccccc4n(C)c3c2=O)C1 (stereo unspecified) | -3% | -2% | -2% | -1% | 2% | / | / | /
COc1ccc(S(=O)(=O)Nc2ccc(Cl)cn2)c(C)c1C | -3% | -3% | -8% | -1% | -4% | 13µM* | -4% | -5%
Cc1ccc(CN2C(=O)CCC2C(=O)NCCN2CCN(c3cccc(Cl)c3)CC2)cc1 (stereo unspecified) | -10% | -5% | 2% | 1% | 8% | 5% | 12% | -6%
COc1ccc(OC)c(NC(=O)N2CCN(Cc3nc4ccc(C)cc4o3)CC2)c1 | -13% | -6% | 11% | -2% | -1% | / | / | /
c1ccc(CSC2=NNC(c3ccccn3)S2)cc1 (stereo unspecified) | ? | / | -2% | -1% | 7% | / | 5% | /
CCc1ccc(CNC(=O)CSc2cc(=O)n(C)c3ccc(Cl)cc23)cc1 | -20% | -12% | 0% | -5% | -5% | / | / | /

Next section:
Compound | Tau fluor cs | Tau fibril ThT | Tau fibril FP | TexasRed fluor | TRb SRC2 PPI | ALDH1A1 inh | aGal spleen mod | L3MBTL1 inh
CCOc1cc(C(=O)NCCN2CCOCC2)cc(OCC)c1OCC | 3% | 0% | 3% | 2% | -2% | 2% | -4% | -2%
Cc1[nH]nc(SCC(=O)NCCc2ccccc2)c1[N+](=O)[O-] | 2% | -2% | 0% | 0% | -1% | 2% | -4% | 2%
CCc1ccccc1NC(=S)/N=C(\N)Nc1nc(C)c2cc(C)ccc2n1 | 6% | 8% | 5% | 2% | -17% | 12% | 1% | 5%
Nc1nnc(SCc2ccc(F)cc2Cl)s1 | 1% | 1% | -9% | 1% | -1% | 11% | -5% | -6%
COc1cc2c(cc1OC)C(c1ccccc1O)N(C1CC(=O)N(c3ccccc3)C1=O)CC2 (stereo unspecified) | -9% | -16% | 1% | 0% | -8% | 13µM* | -2% | -2%[11.4 µM]
Cc1cc(NC(=O)C2CCN(S(=O)(=O)c3ccc(Br)s3)CC2)ccc1Br | -25% | 9% | -11% | 0% | 5% | / | / | /
COc1ccc(N2CCCn3c2nc2c3c(=O)n(Cc3ccc(C)cc3)c(=O)n2C)c(OC)c1 | -21% | ? | 8% | -8% | -4% | ? | -2% | /
O=C(CCCN1C(=O)/C(=C\c2cccs2)SC1=S)Nc1ccc(C(=O)O)cc1 | -24% | ? | -1% | -3% | 4% | -8% | 0% | /
O=C(NCCc1ccccc1)c1ccc(CS(=O)(=O)c2ccc(Br)cc2)o1 | -6% | -1% | 3% | 0% | 3% | / | / | /
O=C(CN1CCN(C(=O)c2ccco2)CC1)Nc1cc(Cl)ccc1Cl | -2% | -3% | 3% | 0% | -5% | -9% | -5% | 2%

One compound at a time, as listed above.
Profile of CCc1ccccc1NC(=S)/N=C(\N)Nc1nc(C)c2cc(C)ccc2n1 → Tau fluor cs: 6%; Tau fibril ThT: 8%; Tau fibril FP: 5%; TexasRed fluor: 2%; TRb SRC2 PPI: -17%; ALDH1A1 inh: 12%; aGal spleen mod: 1%; L3MBTL1 inh: 5%
Profile of O=C(NCCc1ccccc1)c1ccc(CS(=O)(=O)c2ccc(Br)cc2)o1 → Tau fluor cs: -6%; Tau fibril ThT: -1%; Tau fibril FP: 3%; TexasRed fluor: 0%; TRb SRC2 PPI: 3%; ALDH1A1 inh: /; aGal spleen mod: /; L3MBTL1 inh: /
